Vif-APOBEC3G blk = Vif-A3G binding inhibition; Potency, µM (doses to about 46.1 µM), without a hit: top-dose activity, negative = active, most hits filed as inhibitors; HeLa A3G-eYFP + Vif (tagged APOBEC3G with the HIV-1 protein that degrades it), YFP fluorescence, overnight; actives 0.076% (n = 410,000);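 also: potency is read from the fitted curve at half-maximal effect; % is scaled to controls: 0 for no effect and ±100 for the full control effect; nearly all actives have a fitted effect of over 60% in size; hits raise eYFP signal because A3G escapes Vif-driven loss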
Target sequence (Q9HC16 whole entry, looked up): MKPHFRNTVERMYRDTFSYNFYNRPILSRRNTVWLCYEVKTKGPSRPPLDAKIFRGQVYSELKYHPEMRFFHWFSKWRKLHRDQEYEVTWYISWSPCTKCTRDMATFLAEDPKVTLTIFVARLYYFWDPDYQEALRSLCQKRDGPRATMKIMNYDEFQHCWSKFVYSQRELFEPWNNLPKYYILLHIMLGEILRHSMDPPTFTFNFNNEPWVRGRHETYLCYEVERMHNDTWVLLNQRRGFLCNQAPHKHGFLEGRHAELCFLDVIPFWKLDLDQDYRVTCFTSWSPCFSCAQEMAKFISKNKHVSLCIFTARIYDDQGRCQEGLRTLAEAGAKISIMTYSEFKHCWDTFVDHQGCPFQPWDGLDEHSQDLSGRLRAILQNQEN
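Read-out is eYFP fluorescence (Ex 488/Em 500-530) from Vif-expressing HeLa A3G-eYFP cells; more signal means A3G escaped Vif-mediated degradation. Cells plated overnight, compound pinned in, incubated overnight at 37 deg C.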
D1 PAM = potentiators of human D1 dopamine receptor; P21728; HEK293 TREx D1 cells, calcium flux, dopamine EC20 potentiation; potentiation, % at 10 µM; actives 0.036% (n = 360,000); AID 504651; in the data active = potentiation above about 30%; also: 0% is about no effect
Target sequence (P21728 whole entry, looked up): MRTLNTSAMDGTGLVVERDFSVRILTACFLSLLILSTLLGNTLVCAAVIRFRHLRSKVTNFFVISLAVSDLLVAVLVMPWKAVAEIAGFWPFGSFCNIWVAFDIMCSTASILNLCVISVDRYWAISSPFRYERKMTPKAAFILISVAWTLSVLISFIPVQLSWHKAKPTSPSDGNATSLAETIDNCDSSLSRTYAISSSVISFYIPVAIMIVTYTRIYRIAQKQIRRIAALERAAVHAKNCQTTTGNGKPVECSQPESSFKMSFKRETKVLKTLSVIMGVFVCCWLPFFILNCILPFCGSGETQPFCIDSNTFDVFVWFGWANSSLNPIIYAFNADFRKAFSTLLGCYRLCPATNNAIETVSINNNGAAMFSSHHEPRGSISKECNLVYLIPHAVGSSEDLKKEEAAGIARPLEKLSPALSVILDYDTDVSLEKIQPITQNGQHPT
LDHA inh = blocks human lactate dehydrogenase A. purified LDHA, NADH/diaphorase-resazurin fluorescence; stronger effect = lower value. P00338. actives 0.15% (n = 480,000). activity change, % (values are at about 110 or 230 µM); in the data active = activity change below about -30%; inconclusive = mostly about -25% to -30%;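 also: plate controls were DMSO wells for no effect and wells without enzyme for full effect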
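Resorufin fluorescence (ex540/em590), read at 0 and 20 min after diaphorase/resazurin addition, reports the NADH left after a 5 min room-temperature reaction of 2 nM human LDH5 with 0.06 mM NADH and 0.2 mM pyruvate.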
D1 agonist = human D1 receptor agonism; P21728; HEK293 T-REx D1 cells, calcium flux, agonist mode; activation, % at 2 µM; actives 1% (n = 360,000); AID 504660; in the data active = activation above about 30%; also: 0% is about no effect
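Inducible HEK293 T-REx D1 cells, force-coupled to calcium signalling, were plated at 4000 cells/well with tetracycline and held overnight at 30 C. After no-wash calcium dye loading, compound-evoked calcium rise over 180 s flagged agonists.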
Vif-A3F inh = blocks the Vif interaction with APOBEC3F | actives 0.2% (n = 390,000) | HeLa A3F-eYFP + Vif (tagged APOBEC3F with the HIV-1 protein that degrades it), YFP fluorescence increase | Potency, µM (series often up to 46.1 µM), for inactives: top-dose activity, negative = active; also: potency is read from the fitted curve at half-maximal effect; % of control where 0% means no effect; nearly all actives have a fitted effect of over 65% in size
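HeLa cells stably expressing A3F-eYFP plus Vif, plated and incubated overnight at 37 deg C, then exposed to compounds overnight at 37 deg C. Blocked degradation read as raised yellow fluorescence (Ex 488/Em 500-530).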
Glioma ERSR ind = ER stress response induction in glioma | U87-MG GRP78 promoter luciferase reporter, 16 h | Potency, µM, inactives show at the highest dose activation, usual class: activators | actives 0.02% (n = 420,000); also: potency is read from the fitted curve at half-maximal effect; series mostly up to about 76 µM; % of control where 0% means no effect; nearly all actives have a fitted effect of over 35% in size
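Stably transfected U87-MG human glioma cells carrying a GRP78-based luminescent sensor were seeded at 1000 cells/well, pin-dosed with compounds and incubated 16 h. Luciferase reagent was then added, and end-point luminescence was read after 10 min at room temperature.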
RXFP1 agonist = RXFP1 (human) receptor agonism; Q9HBX9; HEK293T-RXFP1 cAMP TR-FRET, 30 min; response scale: percent of porcine relaxin response, buffer zero; Potency, µM (series often up to 57.5 µM), for inactives: top-dose activation, most hits filed as activators; actives 0.3% (n = 370,000); also: potency is read from the fitted curve at half-maximal effect; % is scaled to controls: 0 for no effect and ±100 for the full control effect; nearly all actives have a fitted effect of over 60% in size; many of its hits are not listed in these tables
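HEK293 cells stably expressing RXFP1, treated 30 min at 37C with compounds plus PDE4 inhibitor Ro 20174; cAMP measured by HTRF TR-FRET. Normalized to buffer and 29 nM porcine relaxin; EC50 by Hill fit.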
D1 antagonist = human D1 dopamine receptor antagonism; AID 504652; actives 3.2% (n = 360,000); HEK293 TREx D1 cells, calcium flux, dopamine EC80; stronger effect = lower value; activity change, negative = inhibition, % at 10 µM; in the data active = activity change below about -30%; also: % is scaled to controls: 0 for no effect and ±100 for the full control effect
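Antagonism measured as reduced calcium response to an EC80 dopamine addition following 180 s compound pre-read; cells were inducible HEK293 Trex D1 plated overnight at 30 C, read kinetically at 1 cycle/sec.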
D2 PAM = positive allosteric modulators of human D2 dopamine receptor | P14416 | HEK293 T-REx D2, calcium flux, EC20 dopamine potentiation | potentiation, % at 10 µM | actives 0.34% (n = 340,000) | AID 485347;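 active = potentiation over 3 SD above the plate norm, cut at about 30% in these data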; also: 0% is about no effect
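Calcium flux readout, no-wash dye, 1 read/s. Inducible HEK293 Trex D2 line, overnight 30 C. Compound alone 180 s (agonist flags), then EC20 dopamine, another 180 s to score potentiation.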
The depositor's hits bear a star; ? = inconclusive; / = no result given; & = joins results of further samples. Unless noted, calls follow the shape of the dose curve; as a rule, active = well fitted curve in the direction sought with a large enough effect; inconclusive = small, poorly fitted or top-dose-only effect, or another doubt; inactive = no such curve, though single readings can be large; an effect the other way counts as inactive or inconclusive.

smiles,Vif-APOBEC3G blk,D1 PAM,LDHA inh,D1 agonist,Vif-A3F inh,Glioma ERSR ind,RXFP1 agonist,D1 antagonist,D2 PAM
CCC(C)C1=CC(=Nc2c(C)n(C)n(-c3ccccc3)c2=O)C=C(C(C)CC)C1=O (centres undefined),-3%,1,1,5,?,-4%,0.4%,-3,1
CC12Cc3ccc4ccccc4c3C=C1C[N+](C)(C)C2 (centres undefined),1%,6,2,2,/,-4%,1.1%,16,9
O=C(Nc1ccc2[nH]ccc2c1)c1ccc(F)cc1,-2%,2,-2,0,-2%,-11%,-2.7%,15,/
Cc1cc(O)c(CN2CCN(c3ccc(F)cc3)CC2)c2oc(=O)cc(C)c12,0%,5,1,-1,2%,-3%,25µM*,10,4
O=C(NCCNC(=O)c1cccs1)c1ccco1,2%,5,-3,0,-4%,0%,-1.2%,-5,5
O=C(CNC(=O)Cc1ccccc1)NCC(=O)OCc1ccc(C(=O)c2ccccc2)cc1,2%,1,-4,4,-1%,-1%,2.5%,-63*,10
CCN1CCN(c2nc3ccccn3c(=O)c2/C=C(\C#N)S(=O)(=O)c2ccccc2)CC1,-1%,-5,-1,2,10%,-4%,3.9%,-66*,-5
COc1ccc2nc(SCC(=O)Nc3cc(C)on3)[nH]c2c1,-6%,-2,-2,-1,-7%,-3%,1.3%,-5,-3
Oc1c(CN2CCN(c3ccc(F)cc3)CC2)cc(Cl)c2cccnc12,3%,3,5,7,?,-2%,-1.4%,12,-23
Cc1ccc(CC(=O)Nc2c(C(=O)N3CCN(c4ccccc4)CC3)oc3ccccc23)cc1,-2%,-1,-5,-1,7%,-2%,-0.7%,-4,1
O=S1(=O)[C@H]2CC3O[C@]2(C[C@@H]3c2ccc(F)cc2)CN1Cc1ccc(Cl)cc1,-6%,-10,-11,2,9%,-6%,-0.1%,-12,-4
O=C(COC(=O)c1ccccc1OC(F)F)Nc1ccc(N2CCCCC2)cc1,0%,-1,4,2,-9%,-4%,0.0%,3,1
CCOc1ccc(-n2c(SCC(=O)Nc3ccc(CC)cc3)nc3n[nH]c(C)c3c2=N)cc1,-10%,-1,-5,4,-10%,-10%,4.7%,3,3
Cc1ccccc1CN1CCNC(=O)C1CC(=O)NCCN1CCCCC1=O (centres undefined),2%,-4,-8,2,-27%,-1%,0.3%,-6,11
COc1ccc(OC)c2[nH]c(=O)c(CCNC(=O)c3ccc4c(c3)OCO4)cc12,-8%,-3,1,5,1%,-4%,2.6%,19,1
Cc1c(/C=C/C(=O)c2cccs2)cnn1C,0%,-4,-5,0,3%,-1%,0.1%,1,-6
Cc1ccc(C(=O)C(C)OC(=O)CCN2C(=O)C3C4C=CC(C5CC45)C3C2=O)cc1 (centres undefined),-3%,3,1,3,3%,-2%,-2.6%,-13,7
Cc1ccc(CNC(=O)CSc2nnc3c(n2)[nH]c2ccc(F)cc23)cc1,1%,-7,-4,0,11%,-5%,0.4%,21,-4
O=C(COc1ccc2ccccc2c1Br)Nc1ccncc1,?,-4,-7,11,-9%,5%,6.7%,-22,-1
CCNS(=O)(=O)c1c(C)cc(N2CCCC2=O)cc1C,-8%,-2,1,4,1%,-10%,0.3%,-11,16
Cc1ccc(S(=O)(=O)NN2C(=O)/C(=C/c3ccc(C(=O)O)cc3)SC2=S)cc1,-9%,6,2,5,8%,-5%,-2.9%,5,0
CCOc1cc(/C=C(\C#N)C(N)=O)ccc1OS(=O)(=O)c1ccccc1,-2%,6,1,1,6%,-4%,0.2%,3,-6
O=C(NCC1CCCO1)/C(=C\c1ccco1)NC(=O)c1ccccc1 (centres undefined),1%,2,4,1,0%,-3%,3.5%,1,17
CSc1ccc(/C=C/C(=O)OCC(=O)N2CCCCCC2)cc1,1%,/,-1,/,6%,-1%,/,/,/
Cc1nn(C)c(C)c1NC(=O)CSc1nc(Cc2ccccc2)nc2c1cnn2-c1ccccc1,1%,/,5,/,-7%,-2%,/,/,/

Next part; the last 3 above are carried over.
smiles,Vif-APOBEC3G blk,D1 PAM,LDHA inh,D1 agonist,Vif-A3F inh,Glioma ERSR ind,RXFP1 agonist,D1 antagonist,D2 PAM
O=C(NCC1CCCO1)/C(=C\c1ccco1)NC(=O)c1ccccc1 (centres undefined),1%,2,4,1,0%,-3%,3.5%,1,17
CSc1ccc(/C=C/C(=O)OCC(=O)N2CCCCCC2)cc1,1%,/,-1,/,6%,-1%,/,/,/
Cc1nn(C)c(C)c1NC(=O)CSc1nc(Cc2ccccc2)nc2c1cnn2-c1ccccc1,1%,/,5,/,-7%,-2%,/,/,/
CC(Oc1cc2oc(=O)c3c(c2cc1Cl)CCCC3)C(=O)NCc1ccncc1 (centres undefined),-3%,15,-6,2,-1%,-4%,4.2%,-3,-1
CO/N=C(\C(=O)N[C@@H]1C(=O)N2C(C(=O)O)=C(COC(N)=O)CS[C@H]12)c1ccco1,3%,-1,-1,3,-2%,1%,2.1%,4,2
CCOC(=O)c1c(-c2ccc(F)cc2)csc1NC(=O)CN1C(=O)NC2(CCCCC2C)C1=O (centres undefined),5%,-4,-1,5,-1%,-4%,28%,4,/
Cc1nc(-c2cccc3ccccc23)ccc1C(=O)O,0%,-1,-3,6,-18%,2%,-0.2%,-17,0
COc1cc(SC)ccc1C(=O)Nc1cc(C)c(OCC(=O)N2CCOCC2)c(C)c1,-5%,-4,-7,1,-5%,9%,0.0%,-8,15
Nc1cccnc1S(=O)(=O)c1ccccc1,1%,-6,-3,4,0%,-4%,-1.4%,-9,11
CCCNC(=O)CN(c1ccc(F)c(Cl)c1)S(C)(=O)=O,1%,10,1,1,-4%,-9%,2.2%,1,18
O=[N+]([O-])c1ccc2c(c1)nc1n2CCN(c2ccccc2)C1,0%,-1,2,0,-16%,4%,0.0%,-16,16
CC(C)NS(=O)(=O)c1ccc(OCC(=O)N(C)Cc2ccccc2)cc1,-1%,-2,-8,-1,0%,-4%,0.7%,/,9
COCc1c(C(=O)OC/C(O)=C(\C#N)c2nc3ccccc3[nH]2)oc2ccccc12,-9%,2,8,1,-25%,-1%,4.0%,14,-2
CC(=O)NCCOc1cccc(OCCNC(C)=O)c1,2%,-2,6,1,0%,-4%,-5.0%,6,2
O=C(COc1ccc(F)cc1)N/N=C/c1cccc2cccnc12,3%,/,-1,/,-3%,-1%,/,/,/
COc1ccc(/C=C(\C)C(=O)c2c(C)cc(C)[nH]c2=O)cc1,3%,/,-3,/,1%,1%,/,/,/
COc1cc([N+](=O)[O-])cc(/C=N/NC(=O)c2cccnc2)c1O,2%,0,5,1,-8%,-6%,-2.2%,6,-3
CCCCn1c(N)c(N(CCOC)C(=O)CN2C(=O)NC3(CC(C)CC(C)(C)C3)C2=O)c(=O)[nH]c1=O (centres undefined),6%,/,0,/,2%,-4%,/,/,/
Cc1c(N2C(=O)/C(=C/c3ccc(N(C)C)cc3)N(C)C2=S)c(=O)n(-c2ccccc2)n1C,?,/,8,/,10µM*,4%,/,/,/
O=C(N/N=C/c1ccc(OC(=O)c2cccs2)cc1)c1ccccn1,3%,0,-1,3,-4%,-2%,5.8%,5,-1
O=C(CN1CCC(N2CCCCC2)CC1)N1CCOCC1,/,-5,/,1,/,/,1.8%,-25,1
Cc1ccccc1N1C(S)=C(C#N)C(=O)NC1c1ccco1 (centres undefined),1%,-3,-12,0,-2%,-3%,-0.9%,-19,1
CC(C)(C)C(=O)/C=C1\NC(=O)CS1,2%,-3,-4,4,-1%,-4%,2.7%,0,-6
O=C(CCl)NCCCCCCCCCNC(=O)CCl,?,-2,-1,1,-1%,-15%,1.2%,-14,6
Cc1cc(C)n2nc(SCC(=O)N(CCC#N)c3ccc(F)cc3)nc2n1,1%,6,0,1,-3%,-3%,1.2%,-6,-5
CCN1CCCC1CNCC(O)COc1ccc(C(C)(C)C)cc1C (centres undefined),4%,-3,-15,9,3%,-4%,0.9%,6,-4
CCN1CCN(S(=O)(=O)c2ccc3ccccc3c2)CC1,0%,-3,-2,0,-5%,-1%,-1.7%,0,-1
Cc1cccc(-c2ccc3ncnc(NCc4cccnc4)c3c2)c1,-6%,-5&-4,-1,-1&3,2%,-4%,2.9%&2.4%,-8&-6,-23

The list goes on.
smiles,Vif-APOBEC3G blk,D1 PAM,LDHA inh,D1 agonist,Vif-A3F inh,Glioma ERSR ind,RXFP1 agonist,D1 antagonist,D2 PAM
CN1CCN(S(=O)(=O)c2cccc(C(=O)Nc3cccc(S(N)(=O)=O)c3)c2)CC1,3%,/,-1,7,2%,-4%,1.5%,18,4
CCCOc1ccc(OC(=O)c2ccc(-c3ccc(CCC)cn3)cc2)cc1,1%,2,-2,1,-5%,0%,-0.7%,14,2
N#Cc1cccc(NC(=O)CN2C(=O)NC(Cc3ccccc3)C2=O)c1 (centres undefined),-8%,-3,0,1,2%,-5%,0.6%,2,-5
CCOCC(=O)Nc1nc2ccccc2s1,-3%,-6,-3,1,-5%,2%,-4.8%,-1,-6
Cc1c(NS(=O)(=O)c2ccc(NCCN3CCOCC3)c([N+](=O)[O-])c2)c(=O)n(-c2ccccc2)n1C,4%,-1,-6,1,-3%,-1%,-0.9%,-7,31*
Cc1ccc(S(=O)(=O)N2[C@@H](c3ccc(Cl)c(Cl)c3)C(C(=O)O)=C[C@H]2C(C)(C)C)cc1,-4%,/,4,/,-9%,-3%,/,/,/
Cc1nn(-c2ccc(F)cc2)c(Cl)c1/C=C/C(=O)OCC(=O)Nc1ccc(F)cc1F,-3%,1,-9,1,1%,-2%,1.9%,0,-1
O=C(COC(=O)C1(c2ccccc2)CC1)N1CCN(c2ccc(F)cc2)CC1,0%,-6,-6,1,/,-4%,2.1%,-29,15
CCCSc1oc(-c2cccs2)nc1S(=O)(=O)c1ccc(Cl)cc1,-2%,0,-3,9,0%,-4%,-0.7%,3,24

A portion of the library (hit frequency here may not be typical).
